From PubChem
zVAD death inh: blocks zVAD induced death of L929 cells | L929 zVAD necroptosis rescue, ATP luminescence, 24 h; with zVAD 60 µM | viability rescue, % at 10 µM | hit rate 0.38% among 220,000;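 active = activation, scaled between plate controls, above about 75%, limit read from the data; inactive = activation under that limit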;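 note: 0% = zVAD with DMSO and 100% = DMSO alone without zVAD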
TNF death inh: blocks TNF-alpha induced death of Jurkat FADD-/- cells; Jurkat FADD-/- TNF necroptosis rescue, ATP luminescence, 24 h; 0 = TNF only, 100 = no-TNF cells; activation (protection from cell death), % at 10 µM; hit rate 0.068% among 220,000;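 active = activation, meaning protection from cell death, of at least 50% relative to plate controls; inactive = activation below 50%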;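 note: necroptosis triggered by 40 ng/mL TNF-alpha added together with compound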
FXIIa inh 1536: inhibitors of human coagulation factor XIIa | purified FXIIa, Boc-QGR-AMC fluorogenic substrate, 2 h | inhibition, % at 5 µM | hit rate 0.3% among 220,000; in the data active = inhibition above about 40%;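 note: 0% = enzyme with no compound and 100% = blank without enzyme; many of its hits are not listed in these tables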
Target sequence (P00748 20-372 limits assumed): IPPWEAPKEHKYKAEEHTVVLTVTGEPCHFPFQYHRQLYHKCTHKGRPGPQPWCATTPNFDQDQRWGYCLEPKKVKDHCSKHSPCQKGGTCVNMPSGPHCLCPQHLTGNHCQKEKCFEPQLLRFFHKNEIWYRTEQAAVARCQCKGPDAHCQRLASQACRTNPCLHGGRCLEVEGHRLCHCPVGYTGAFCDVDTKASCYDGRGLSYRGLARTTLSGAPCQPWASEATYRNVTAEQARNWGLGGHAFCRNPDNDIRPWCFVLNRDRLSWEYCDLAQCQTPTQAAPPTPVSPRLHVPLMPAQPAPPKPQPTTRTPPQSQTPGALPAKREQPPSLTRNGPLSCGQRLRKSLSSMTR
Target sequence (P00748 373-615 limits assumed): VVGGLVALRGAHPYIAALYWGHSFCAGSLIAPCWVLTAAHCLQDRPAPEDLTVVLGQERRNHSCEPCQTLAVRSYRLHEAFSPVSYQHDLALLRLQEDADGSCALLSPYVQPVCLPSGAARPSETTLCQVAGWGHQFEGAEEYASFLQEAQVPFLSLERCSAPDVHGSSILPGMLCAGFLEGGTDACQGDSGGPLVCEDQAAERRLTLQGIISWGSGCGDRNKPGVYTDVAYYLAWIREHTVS
EP2 antag: blocks the human prostaglandin E2 receptor EP2; AID 1422; inhibition, % at 25 µM; P43116; hit rate 0.52% among 260,000; C6 glioma cells expressing human EP2, cAMP TR-FRET; cells stimulated with saturating PGE2;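 active = percent inhibition above 40 after rounding to a whole number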;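 note: rat C6 glioma host cells with rolipram phosphodiesterase inhibitor present; the protocol text gives 20 µM as final concentration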
FXIa inh: blocks human coagulation factor XIa protease activity | P03951 | purified FXIa, Boc-Glu-Ala-Arg-AMC fluorogenic substrate | inhibition, % at 5 µM | hit rate 0.14% among 220,000 | AID 798;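 active = inhibition of at least 40%; inactive = inhibition below 40%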;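 note: fluorescence of freed AMC excited at 355 nm; 0% = enzyme without compound and 100% = no enzyme blank; many of its hits are not listed in these tables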
Wee1 stabilizer: human Wee1 degradation inhibition, primary screen. P30291. HeLa Luc-Wee1K328M stability, luciferase luminescence; 100% = proteasome inhibitor MG132 effect. reporter increase, % at 5 µM. hit rate 1.2% among 220,000;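 active = activation above the mean of all tested compounds plus 3 SD, set per screening run, cut at about 8.8% in these data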;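 note: cells exposed to compound for 20 h before luminescence read; 0% = DMSO alone and 100% = MG132 at 30 µM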
PPC-1+TRAIL kill: kills PPC-1 cancer cells in the presence of TRAIL. PPC-1 cells + TRAIL, ATPLite viability luminescence. hit rate 0.41% among 220,000. AID 1443. cell killing (% activity), % at 4 µM;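 active = cell killing above 50% in the first pass at 4 µM, then a duplicate retest at 5 µM averaging 50% or more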;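 note: plate controls were cells with TRAIL plus DMSO for no effect and medium-only wells lacking cells for full effect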
CHOP inhibitor: inhibitors of CHOP induction in ER stress response. CHO-K1 CHOP-promoter luciferase, tunicamycin-induced, 15-18 h. inhibition, % at 10 µM. hit rate 3.8% among 220,000. AID 2732;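 active = compounds that reduced the stress-induced luciferase reporter signal by more than about 70% of percent inhibition, limit read from the data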;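 note: 0% = tunicamycin plus vehicle and 100% = wells without tunicamycin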
TbHK1 inh: blocks Trypanosoma brucei hexokinase 1 activity | inhibition, % at 10 µM | recombinant TbHK1, G6PDH-coupled NADH A340 | hit rate 0.11% among 220,000;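 active = inhibition of 50% or more in the single-dose primary screen; inactive = inhibition below 50%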
Numbers without * were called inactive; . = not tested or not shown; & = joins results of further samples; [ ] = remark or other dose.

SMILES	zVAD death inh	TNF death inh	FXIIa inh 1536	EP2 antag	FXIa inh	Wee1 stabilizer	PPC-1+TRAIL kill	CHOP inhibitor	TbHK1 inh
Cc1cc(C)n(CCN(C)c2nc3nonc3nc2N2CCCCC2)n1	-0.9	-0.9	13	5	10	0	-6	12	-30
Cc1nnsc1-c1nnc(SCC(=O)c2ccc(F)cc2)n1C1CC1	0.5	1.2	4	6	-6	4	-6	0	-6
OCc1nc2ccccc2n1C/C=C/c1ccccc1	-0.5	-4.0	10	8	2	-1	-4	-14	1
COc1ccc2[nH]c(=O)c(CN(C(=O)NC3CCCCC3)C3CCCCC3)cc2c1	0.9	0.2	17	8&11	-2	-2	20	38	-8
CCN(CC(=O)Nc1cccc(C(C)=O)c1)S(=O)(=O)c1ccccc1	1.1	1.0	4	4	-1	2	1	22	-12
COc1ccc(CNC(=O)CN(c2cc(C)cc(C)c2)S(=O)(=O)c2c(C)noc2C)cc1	0.4	0.9	-2	9	-5	0	49	25	5
CCOc1ccc(OCC)c(NC(=O)c2ccc(CNc3c(N4CCOCC4)c(=O)c3=O)cc2)c1	0.0	-2.8	7	11	17	-1	18	43	0
O=S1(=O)CCN=C2SC3=C(CCCC3)N21	-0.1	-2.8	19	6	5	8	6	4	4
CCC(C)NC(=O)Cn1c(=O)n(CCCCCC(=O)Nc2ccccc2)c(=O)c2sccc21 (stereo not given)	0.8	2.0	7	9	6	-1	-2	-2	33
CC/C(=N\NC(=O)c1ccc(Br)cc1)c1ccccc1	2.0	0.5	6	5	-1	1	17	-29	-2
COc1ccc(CCN(C(=O)c2ccccc2)C2=CC3CCC(C2)N3C)cc1OC (stereo not given)	0.9	-0.9	21	7	21	0	3	34	4
COc1cccc(/C(O)=C/c2nc3ccc(C(=O)NCCc4ccc(Cl)cc4)cc3[nH]c2=O)c1	11	2.5	5	10	6	-5	-4	83*	-9
O=C(CSc1ccccc1C(=O)NCc1ccccc1)NC1CCCCCCC1	-0.5	1.1	4	5	15	-3	1	22	3
COc1ccc(N2C(=O)C3CCCN3C2c2cccc(F)c2)cc1Cl (stereo not given)	0.5	2.3	19	4	10	2	0	-1	-1
C=CCNC(=O)CCCCC(=O)NCC=C	0.0	-2.1	4	2	-14	-2	29	38	2
Cc1[nH]c2ccccc2c1C(=O)CN1CCC(C(N)=O)(N2CCCCC2)CC1	1.6	0.9	22	24	5	1	1	-5	3
CCN(CC)S(=O)(=O)c1cc(Br)c(C)cc1OC	0.1	-2.8	-3	7	-9	2	-13	30	7
O=C(Nc1nc(-c2ccc(S(=O)(=O)N3CCCCCC3)cc2)cs1)c1ccccc1	0.0	-12	-1	8	-7	7	-3	-3	-7
Cc1cc(NC(=O)CSc2nnc(C)c(=O)[nH]2)no1	0.2	0.3	5	9	0	.	4	18	0
CSc1nc(C)cc(OCC(=O)N/N=C/c2ccccc2O)n1	3.6	-4.8	-2	3	-6	1	1	40	-5

Profiles, looked up by structure. Order of values: zVAD death inh | TNF death inh | FXIIa inh 1536 | EP2 antag | FXIa inh | Wee1 stabilizer | PPC-1+TRAIL kill | CHOP inhibitor | TbHK1 inh
`O=C(CSc1ccccc1C(=O)NCc1ccccc1)NC1CCCCCCC1` across the screens: -0.5 | 1.1 | 4 | 5 | 15 | -3 | 1 | 22 | 3
`COc1ccc(CCN(C(=O)c2ccccc2)C2=CC3CCC(C2)N3C)cc1OC` (stereo not given) across the screens: 0.9 | -0.9 | 21 | 7 | 21 | 0 | 3 | 34 | 4

The listing picks up with the 4 entries that preceded the break.
SMILES	zVAD death inh	TNF death inh	FXIIa inh 1536	EP2 antag	FXIa inh	Wee1 stabilizer	PPC-1+TRAIL kill	CHOP inhibitor	TbHK1 inh
CCN(CC)S(=O)(=O)c1cc(Br)c(C)cc1OC	0.1	-2.8	-3	7	-9	2	-13	30	7
O=C(Nc1nc(-c2ccc(S(=O)(=O)N3CCCCCC3)cc2)cs1)c1ccccc1	0.0	-12	-1	8	-7	7	-3	-3	-7
Cc1cc(NC(=O)CSc2nnc(C)c(=O)[nH]2)no1	0.2	0.3	5	9	0	.	4	18	0
CSc1nc(C)cc(OCC(=O)N/N=C/c2ccccc2O)n1	3.6	-4.8	-2	3	-6	1	1	40	-5
Cc1ccccc1-n1nc2c(c1NC(=O)c1cc3ccccc3oc1=O)CS(=O)C2 (stereo not given)	-0.2	-3.6	-9	15	-1	0	-12	28	-37
CC(=O)c1cccc(S(=O)(=O)N(C)C2CCN(C)CC2)c1	-0.2	0.8	5	3	-4	-3	14	6	-8
CSc1ccc(S(=O)(=O)Nc2ccc3c4c(cccc24)CC3)cc1	0.0	-4.6	2	5	-4	2	11	58	2
O=C(NC1CCCCC1)c1ccc(S(=O)(=O)NCc2cccnc2)cc1	1.2	-0.9	-7	2&15	-7	1	6	27	-1
CCCc1cc(=O)n2[nH]c(NCc3ccc(Cl)cc3Cl)nc2n1	0.1	-0.4	5	16	0	-1	-22	3	4
CCOC(=O)c1c(/N=C/c2ccc(O)cc2O)sc2c1CCC2	2.1	1.2	10	9	7	1	13	29	-24
CCCCCOc1ccc(CSC(=N)N)cc1[N+](=O)[O-]	15	-15	5	46*	-5	-1	13	29	3
COc1ccc(/C=C2\OC(=S)N(C)C2=O)cc1	0.1	-11	21	.	16	-1	25	9	-14
CCCc1nnc2c(N(C)S(=O)(=O)c3ccccc3)nc3ccccc3n12	0.7	2.2	6	9	-2	1	16	38	0
Cc1cc(C)nc(N/N=C/c2cn[nH]c2-c2ccccc2)n1	1.5	2.6	14	6	-1	-1	26	10	-44
O=C(O)CC(NC(=O)C1c2ccccc2Oc2ccccc21)c1ccc(OC2CCCC2)cc1 (stereo not given)	0.9	-0.9	28	7	19	1	9	-8	-1
Cc1cccc(Nc2nnc(SC/C(O)=C(\C#N)c3nc4ccccc4[nH]3)s2)c1C	2.5	3.1	3	25	2	3	9	-5	-12
O=C(c1ccco1)N1CCN(S(=O)(=O)c2ccc3c(c2)CCN3C(=O)C2CCC2)CC1	0.5	1.8	-8	10	-7	0	24	9	-4
CCc1ccc(NC(=O)C2CC(=O)N(C(C)C)C2)cc1 (stereo not given)	0.0	-1.6	-4	3&11	1	1	14	13	-5
NC1=NC[C@H](c2ccccc2)N1CCc1cc(C(F)(F)F)cc(C(F)(F)F)c1	-1.1	-16	8	18	1	.	5	20	17
Cc1c(C(c2ccc(N(C)C)cc2)c2c(C)n(C)n(-c3ccccc3)c2=O)c(=O)n(-c2ccccc2)n1C	-0.5	-1.5	1	3	-5	-3	5	6	-8
CC1CCN(C(=O)c2cc3nc(C4CC4)cc(C(F)(F)F)n3n2)CC1	-1.0	-1.2	9	7&9	5	0	13	1	-16
COc1ccc(-c2ccnc3cc(C(=O)O)nn23)cc1	1.2	0.7	-3	11	-7	5	23	-6	-9
CCCS(=O)(=O)N1CCN(C(=O)COc2ccc(-c3ccccc3)cc2)CC1	0.5	0.5	16	11	3	4	-3	49	-10
Cc1ccc(C(=O)n2c(N)nc3ccccc32)cc1	-1.0	-2.3	5	9	-1	-4	92*[5 µM]	75*	4

Look-ups from the list:
FXIa inh with `CCOC(=O)c1c(/N=C/c2ccc(O)cc2O)sc2c1CCC2` : 7
Wee1 stabilizer with `CCCS(=O)(=O)N1CCN(C(=O)COc2ccc(-c3ccccc3)cc2)CC1` : 4
TNF death inh with `CCCCCOc1ccc(CSC(=N)N)cc1[N+](=O)[O-]` : -15
EP2 antag with `CCc1ccc(NC(=O)C2CC(=O)N(C(C)C)C2)cc1` (stereo not given) : 3&11
PPC-1+TRAIL kill with `CSc1ccc(S(=O)(=O)Nc2ccc3c4c(cccc24)CC3)cc1` : 11

Additional results
SMILES	zVAD death inh	TNF death inh	FXIIa inh 1536	EP2 antag	FXIa inh	Wee1 stabilizer	PPC-1+TRAIL kill	CHOP inhibitor	TbHK1 inh
COc1cccc(N2C(=O)CC(N3CCC(c4nc5ccccc5[nH]4)CC3)C2=O)c1 (stereo not given)	0.4	0.4	18	9	4	1	0	-14	0
CN(C)CCN(Cc1ccccc1)S(=O)(=O)c1ccc2c(c1)n(C)c(=O)c(=O)n2C	-0.2	2.7	24	5	2	2	31	1	-17
Cc1cc(NC(=O)c2cc3n(n2)C(C(F)(F)F)CC(c2ccco2)N3)n(-c2ccccc2)n1 (stereo not given)	0.4	-1.5	-1	11	-11	0	30	76*	1
O=C(NCc1ccco1)C12CC3CC(CC(C3)C1)C2	-0.8	2.3	13	4	4	0	25	6	4
Cc1ccc(NC(=O)CC2SC3=NCCN3C2=O)cc1 (stereo not given)	0.1	-0.3	3	1	-3	9	20	-7	5
CC(C)(C)C(=O)CNS(=O)(=O)c1ccc(S(=O)(=O)NC2CCCC2)cc1	0.0	0.3	16	22	3	2	21	13	4
CC(=O)Nc1cccc(NC(=O)CSc2nnnn2-c2ccc3c(c2)OCO3)c1	0.3	-0.9	14	12	5	2	-8	66	-4
O=C(Nc1cccc(S(=O)(=O)C(F)F)c1)c1ccc(S(=O)(=O)N2CCCC2)cc1	3.5	1.4	22	5	31	1	-11	24	11
N#CC(C#N)=C/C=C(\Nc1ccc(Cl)cc1)c1ccc(Cl)cc1	-1.0	4.0	14	2	4	-1	-4	10	-37
Nc1ccccc1SCc1cn2ccccc2n1	.	0.3	14	8	10	-1	21	-19	1
O=C(c1ccc(Br)cc1)c1cc([N+](=O)[O-])ccc1N1CCCCC1	-0.2	-18	19	4	5	1	26	-15	2

This is a subset; count on the stated rates, not on these rows.
